Assay outcomes (PubChem)
Mot1-301 SUMO = inhibitors of SUMOylation pathway: yeast Mot1-301 growth rescue; 320,000 compounds, 1% hits; S. cerevisiae Mot1-301 growth rescue, ATP luminescence, 38.5C; percent above DMSO median, 100 means doubled; growth rescue, % at 18.8 µM;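 active = every valid replicate shows activation above 250% relative to neutral control wells; inactive = the rest, any valid replicate at or below 250%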;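 also: OY570 slx delta 5 strain wells were the positive control but not used for scaling; some compounds called inactive have numbers as strong as hits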
PKA-R2B activ = activators of human PKA-R2B complex; PKA-R2B holoenzyme dissociation, Cy5-IP20 fluorescence polarization; R2B truncated from residue 108, S112A mutant; 0% DMSO only, 100% 113 µM cGMP; activation, % at 11.4 µM; 340,000 compounds, 0.079% hits;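 active = activation above a cutoff set at the mean over all compounds plus 3 SD, cut at about 18% in these data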;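 also: higher means more holoenzyme dissociation and a rise in polarization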
Target sequence (P31323 whole entry, looked up, other chains not shown, the tested form may be a part): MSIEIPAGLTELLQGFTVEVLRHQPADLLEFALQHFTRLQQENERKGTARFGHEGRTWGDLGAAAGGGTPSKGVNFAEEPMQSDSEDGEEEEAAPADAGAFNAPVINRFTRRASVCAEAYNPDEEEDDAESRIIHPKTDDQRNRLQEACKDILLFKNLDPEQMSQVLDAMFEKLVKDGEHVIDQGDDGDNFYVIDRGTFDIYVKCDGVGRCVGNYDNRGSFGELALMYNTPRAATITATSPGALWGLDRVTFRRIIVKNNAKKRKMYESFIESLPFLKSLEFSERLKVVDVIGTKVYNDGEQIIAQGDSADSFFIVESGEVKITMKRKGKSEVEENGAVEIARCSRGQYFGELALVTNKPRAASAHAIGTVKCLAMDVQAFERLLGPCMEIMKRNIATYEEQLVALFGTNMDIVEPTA
MOR-DOR inv ag = inverse agonist of human OPRM1-OPRD1 heterodimerization; cell-based MOR-DOR heterodimer luminescence, inverse agonism; inhibition, % at 9.3 µM; 340,000 compounds, 0.21% hits; in the data active = inhibition above about 22%, passing the limit was not always enough;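 also: 0% = cells with DMSO and 100% = wells without cells with DMSO; values of inactives mirror those of a sister screen read the other way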
AddAB inh = less growth of phage-infected E. coli with AddAB | E. coli expressing H. pylori AddAB, absorbance growth | inhibition, % at 11.9 µM | 330,000 compounds, 0.29% hits; in the data active = inhibition above about 12%;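 also: 0% = vehicle wells of infected cells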
PKA-R1A activ = PKA-R1A complex activation; P00514+P68181; PKA-R1A dissociation, Cy5-IP20 fluorescence polarization; scaled: DMSO 0%, 113 µM cGMP 100%; activation, % at 11.4 µM; 340,000 compounds, 0.083% hits; AID 504707;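 active = percent activation above the mean of all tested compounds plus 3 SD, cut at about 19% in these data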;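 also: higher means more PKAc released from R1A so a rise in polarization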
phage Ecoli inh = E. coli growth loss with phage present; 360,000 compounds, 0.26% hits; inhibition, % at 11.9 µM; growth absorbance; in the data active = inhibition above about 11%
PfHsp90 set2 = reduces growth (ATP signal) of yeast expressing P. falciparum Hsp90. inhibition, % at 9.4 µM. S. cerevisiae expressing PfHsp90, BacTiter-Glo ATP, 48 h; yeast lacking PDR1 and PDR3 efflux regulators. 310,000 compounds, 0.32% hits;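 active = every replicate shows inhibition above about 80%, whatever the replicate mean, limit read from the data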;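 also: 0% = DMSO neutral controls and 100% = 20 µM radicicol positive controls; yeast relying on Plasmodium falciparum Hsp90 in place of its own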
Tat export inh = inhibitors of E. coli Tat protein transport; E. coli MC4100 TorA-mCherry Tat export, fluorescence; inhibition, % at 10 µM; 340,000 compounds, 0.036% hits; AID 488895;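 active = mean replicate inhibition at least 50% and at least half of replicates individually reaching 50%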;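 also: exported cargo escapes ClpAP degradation while cytoplasmic cargo is degraded and loses fluorescence; 0% = median of neutral control wells and 100% = median of NaSCN control wells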
HTR5A inv ag = inverse agonist of human HTR5A in OPRM1-OPRD1 counter-screen | P47898 | HTR5A cell line, luminescence, inverse agonism | inhibition, % at 9.3 µM | 340,000 compounds, 0.083% hits | AID 504634; in the data active = inhibition mostly above about 23%, no sharp cut-off; inactive = mostly below about 18%;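 also: 0% = cells with DMSO and 100% = no-cell wells with DMSO; some compounds called inactive have numbers as strong as hits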
Target sequence (P47898 whole entry, looked up): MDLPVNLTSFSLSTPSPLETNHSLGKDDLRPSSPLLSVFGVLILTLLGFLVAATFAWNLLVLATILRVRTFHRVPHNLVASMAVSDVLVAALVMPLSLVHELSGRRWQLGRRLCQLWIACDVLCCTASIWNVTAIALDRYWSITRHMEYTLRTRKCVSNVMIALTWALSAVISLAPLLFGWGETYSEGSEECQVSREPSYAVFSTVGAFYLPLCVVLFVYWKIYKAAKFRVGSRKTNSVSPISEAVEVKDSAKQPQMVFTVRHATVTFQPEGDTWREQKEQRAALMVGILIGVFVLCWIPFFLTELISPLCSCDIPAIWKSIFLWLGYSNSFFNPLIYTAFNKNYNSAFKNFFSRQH
Ecoli viability = counter-screen for AddAB inhibitors: E. coli growth inhibition; AID 449728; E. coli V3065 growth, OD600 absorbance, 18 h; 330,000 compounds, 0.27% hits; inhibition, % at 11.9 µM;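 active = inhibition above the campaign's mean inhibition across all tested compounds plus 3 SD, cut at about 9.9% in these data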;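 also: uninfected addAB+ strain grown without phage in ampicillin broth; 0% = DMSO wells and 100% = ciprofloxacin 0.95 µg/ml wells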
OPRM1-OPRD1 ag = OPRM1-OPRD1 heterodimerization agonism | P35372+P41143 | cells, luminescence | activation, % at 9.3 µM | 340,000 compounds, 0.3% hits | AID 504326; in the data active = activation above about 18%;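 also: 0% = vehicle-treated cells and 100% = reference agonist; values of inactives mirror those of a sister screen read the other way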
* = called active by the depositor; nt = no result given.

SMILES | Mot1-301 SUMO | PKA-R2B activ | MOR-DOR inv ag | AddAB inh | PKA-R1A activ | phage Ecoli inh | PfHsp90 set2 | Tat export inh | HTR5A inv ag | Ecoli viability | OPRM1-OPRD1 ag
COc1ccc(C(=O)[C@H]2[C@H]3C(=O)N(c4ccc(OC(C)=O)cc4)C(=O)[C@H]3C3C=CC=NN32)cc1 (stereo partly drawn) | -20 | 9 | 5 | 0.0 | -8 | 2.2 | -2 | -13 | -33 | -2.3 | -1.0
CC/C(C)=N/Nc1nc2c(c(=O)[nH]c(=O)n2C)n1Cc1ccccc1 | -5 | 3 | 8 | 1.6 | 14 | 1.4 | -6 | -4 | 26 | 2.2 | -1.9
O=C(CSc1nnc(-c2ccncc2)n1-c1ccccc1)NCC1CCCO1 (stereo not drawn) | 11 | 14 | 3 | 1.1 | -1 | -0.8 | 2 | 4 | -17 | 0.7 | -0.6
COc1ccc(CCN(Cc2cc3cccc(C)c3[nH]c2=O)C(=O)NC2CCCCC2)cc1OC | 3 | 5 | 10 | 0.0 | 1 | 3.1 | nt | 10 | -7 | -2.2 | -2.0
CC(=O)Nc1ccc(C(=O)NCCc2ccccc2)cc1 | -5 | 6 | 7 | 3.4 | -3 | 0.3 | -4 | -1 | 6 | 0.9 | -1.4
COc1ccc(Nc2nc(Cl)nc(Nc3ccc(OC)cc3)n2)cc1 | -10 | 2 | 1 | 2.8 | -10 | 4.6 | -8 | -2 | -10 | -1.0 | -0.1
CCOc1cc(/C=N/NC(=O)CNc2ccc(C)cc2)ccc1OC(=O)c1ccccc1 | -10 | -11 | -19 | -1.5 | 6 | 2.1 | nt | 1 | 20 | -3.2 | 3.2
O=C(O)CCCCCNC(=O)Cn1nnc2ccccc2c1=O | -22 | -4 | 7 | 0.1 | -12 | -1.4 | 2 | -8 | -4 | 0.7 | -1.3
O=C(/C=C/c1ccccc1Cl)Nc1cccc(O)c1 | -26 | -6 | -6 | 6.0 | -1 | 4.3 | 13 | -5 | 4 | 1.6 | 1.0
C=CCc1c(C)nc(-c2ccccc2)nc1N/N=C/c1ccncc1 | 58 | -4 | -7 | 4.7 | 12 | 5.6 | -31 | 2 | 7 | 0.3 | 1.4
COc1ccc(N2CCN(c3ccc(N4C(=O)COCC4=O)cc3[N+](=O)[O-])CC2)cc1 | 1 | -6 | -2 | 3.4 | -4 | 1.8 | -14 | 16 | 0 | -2.8 | 0.4
CCCOc1ccc(CSc2nc3ccccc3[nH]2)cc1 | 127 | -8 | 1 | 4.5 | -25 | 5.3 | nt | -3 | 0 | 3.2 | -0.2
O=S(=O)(CCN1CCSCC1)c1ccccc1 | -1 | -12 | 7 | 0.9 | 9 | 0.8 | 5 | 10 | 7 | 1.2 | -1.3
COc1cc(S(=O)(=O)NCc2ccc3c(c2)OCO3)c(OC)cc1C | -7 | -7 | 11 | 4.3 | -3 | 4.1 | -25 | -1 | 0 | -2.1 | -2.1
Cc1c(NC(=O)CSc2ncnc3c2cnn3-c2ccccc2)c(=O)n(-c2ccccc2)n1C | -7 | 16 | 10 | -0.2 | 9 | 0.8 | nt | -3 | -22 | -1.9 | -1.9
CN(CC(=O)Nc1cc(Cl)ccc1Cl)C1CCS(=O)(=O)C1 (stereo not drawn) | -5 | -2 | 0 | 1.2 | 1 | 2.6 | 18 | 13 | -4 | -1.9 | -0.1
O=C(N/N=C/c1cccs1)c1cccnc1 | -1 | nt | nt | 2.3 | nt | 0.4 | 15 | -1 | nt | 0.2 | nt
Cc1ccc(C2N(c3cccc(Cl)c3)C(=O)N3CCCN23)cc1 (stereo not drawn) | -17 | 3 | 12 | 2.7 | -3 | -0.4 | 35 | -2 | 8 | 2.8 | -2.2
CCOC(=O)c1ccccc1NC(=O)c1ccc2c(SCC(=O)O)c3c(nc2c1)CCCC3 | 12 | -5 | 5 | 3.1 | 0 | 1.6 | 21 | 2 | -4 | -0.3 | -1.0
O=C(NNc1nc(-c2ccc(Br)cc2)cs1)c1ccco1 | 8 | 5 | 5 | 8.2 | -3 | 7.2 | 0 | 4 | -4 | 6.5 | -1.0
COc1ccccc1N(CC(=O)NC1CCCC1)C(=O)C1(C)CC(=O)N=C2C=CC(C)=CN21 (stereo not drawn) | -16 | -6 | -13 | -0.1 | -2 | 1.4 | -4 | 1 | -17 | -1.3 | 1.6
Cc1onc(-c2ccccc2Cl)c1C(=O)O/N=C(\N)c1ccccc1 | -5 | -2 | -32 | 0.3 | -21 | 1.6 | 1 | 1 | -11 | 0.3 | 7.8
C[C@H]1CCC(=O)N([C@H](CSc2ccccc2)Cc2ccccc2)CC1 | 136 | 4 | -12 | 0.9 | -2 | 1.1 | -24 | 9 | 20 | -1.0 | 2.5
CCCc1cc(=O)oc2c(C)c(OCC(=O)NCCCN3CCOCC3)ccc12 | 1 | 4 | -5 | 2.3 | 0 | 1.8 | -17 | 1 | -22 | -0.7 | 1.1
O=C(c1cccc(F)c1F)N1CCCC1 | -1 | 2 | 17 | -2.2 | 8 | 2.4 | -3 | 8 | 2 | -2.2 | -3.2
C=CCN1CCN(C(=O)c2cc3c(s2)CCC(CC)C3)CC1 (stereo not drawn) | 23 | 8 | 18 | 5.9 | 1 | 2.7 | -15 | -2 | -6 | 5.6 | -3.4
CC(C)C(c1nnnn1Cc1ccc(F)cc1)N1CCN(C(=O)c2ccco2)CC1 (stereo not drawn) | -3 | -2 | 16 | 1.9 | 3 | 1.7 | 22 | 7 | -6 | -1.2 | -3.9
COc1ccc(OC)c(/C=C/c2ccnc3ccccc23)c1 | nt | 4 | -10 | nt | 6 | 2.6 | -32 | -4 | -11 | nt | 2.3
O=C(NCC1CCCO1)c1cn(Cc2ccccc2Cl)nc1-c1ccccc1 (stereo not drawn) | nt | 4 | 10 | nt | -2 | 0.4 | 7 | 15 | 11 | nt | -1.5
COc1ccc2c(-c3ccccc3)cc(SCC(=O)N(C)C)nc2c1 | 15 | -10 | 13 | 4.3 | 0 | 0.3 | -21 | 7 | -9 | -1.6 | -2.8
CN1CCN(c2ccccc2NC(=O)c2ccc([N+](=O)[O-])cc2Cl)CC1 | 1 | -2 | -5 | -1.2 | -3 | -0.8 | nt | -4 | 6 | -2.1 | 1.1
COc1ccc(C(=O)Nc2sc(C)c(C)c2CN2CC(C)OC(C)C2)cc1 (stereo not drawn) | -7 | -5 | 1 | 6.8 | -5 | 4.7 | -36 | 0 | 0 | 3.3 | -0.2
CCOc1ccc(S(=O)(=O)NCc2ccco2)cc1 | 236 | 0 | 7 | 0.4 | -7 | 2.9 | -10 | -8 | -13 | -1.3 | -1.3
COCCSc1nnc(-c2cccc(C#N)c2)n1C | 3 | 5 | 0 | 1.6 | -17 | 2.4 | 3 | -1 | 10 | -0.1 | -0.1
CN(C)S(=O)(=O)N1CCC(Oc2ccc(C(=O)N3C[C@H]4CC[C@H]3C4)cc2)CC1 | -9 | 1 | -14 | 1.9 | 5 | 1.4 | 4 | -7 | 1 | 2.1 | 2.7
C/C(N)=C(\C#N)C(=O)NCc1ccccn1 | -13 | -10 | 14 | -0.6 | 4 | 1.9 | -1 | 7 | -29 | 0.0 | -2.5
CCc1ccc(C(=O)NNC(=O)CCc2nc3ccccc3c(=O)[nH]2)cc1 | -6 | -14 | 5 | -2.6 | -16 | 1.3 | -3 | 0 | 4 | -0.6 | -0.7
CCOC(=O)C1CCCCN1Cc1cc(Cl)ccc1O (stereo not drawn) | 0 | 4 | -14 | -1.0 | 7 | 0.2 | 0 | 0 | 22 | -1.6 | 2.7
CC(C)C(=O)NNC(=O)CSc1nc(C2CCCCC2)nc2ccccc12 | 764 | 9 | -2 | 9.5 | -7 | 6.0 | 20 | -9 | -10 | 1.7 | 0.2
Cc1cc(C)c2c(c1)c(C)cc1nnc(SCC(=O)c3cccs3)n12 | 10 | -4 | 15 | 1.9 | -5 | nt | -5 | -5 | 1 | 1.3 | -3.0
O=C(COC(=O)C1CCC1)Nc1ccc(Cl)cn1 | 17 | 3 | 4 | -0.6 | 11 | 2.7 | nt | 0 | 13 | 0.8 | -0.8
COCCNC(=O)/C(C#N)=C/c1ccc(C(=O)O)cc1 | -19 | -1 | 11 | 0.9 | 9 | 1.1 | 28 | -2 | 0 | -0.3 | -2.5
O=C(O)/C(=C1/OC(=O)c2ccccc21)c1ccccc1 | -11 | -4 | 12 | -0.4 | -13 | 2.5 | -17 | -1 | 2 | -0.6 | -2.2
COC(C(=O)Nc1ccccc1F)c1ccccc1 (stereo not drawn) | 183 | 11 | 4 | 3.9 | -2 | -1.8 | 15 | 7 | 10 | 0.8 | -0.8
O=S(=O)(c1ccc(F)cc1)N1CCN(C(=S)NCC2CCCO2)CC1 (stereo not drawn) | -20 | -2 | 22 | -1.0 | 10 | 1.4 | nt | -3 | 11 | 1.2 | -4.3
C/C(=C\C(=O)c1ccccc1)NCc1ccc(F)cc1 | 4 | -13 | -12 | 3.4 | -3 | -0.5 | -1 | -2 | 13 | 1.4 | 2.8
Cc1cc(NC(=O)COC(=O)C2CC2)ccc1Br | 24 | 0 | 0 | 0.0 | -9 | -0.5 | 8 | 3 | 8 | 0.2 | 0.0
O=C(NCc1ccccc1C(F)(F)F)C1CCC(=O)N(C2CCCCCC2)C1 (stereo not drawn) | 0 | -4 | 7 | -3.0 | -18 | -0.6 | -2 | -4 | 1 | -1.6 | -1.2
CC(CCc1ccccc1)NC(=O)CSc1ccccn1 (stereo not drawn) | 1 | -12 | 20 | 1.4 | -5 | 2.2 | 7 | -7 | 19 | 1.9 | -4.0
CC(=O)N1CCN(C(=O)Cn2c(=O)oc3ccccc32)CC1 | -8 | -4 | 2 | 0.8 | -3 | 2.1 | -5 | 0 | 7 | -0.9 | -0.4
CC(=O)Nc1ccc(S(=O)(=O)N2CCC(C(=O)O)(c3ccccc3)CC2)cc1 | 10 | 0 | 8 | 0.4 | -6 | -0.1 | -28 | -3 | -15 | 0.8 | -1.4
O=C(CCc1nnc(CCC2CCCCC2)o1)NCc1ccon1 | nt | -1 | 18 | -1.7 | -3 | 3.7 | 13 | 12 | -7 | -2.3 | -3.4
COc1ccccc1NNC(=O)c1cc(C(C)(C)C)nn1Cc1ccccc1 | 8 | -4 | 19 | 2.4 | 4 | 0.2 | -10 | 4 | -12 | 0.8 | -3.7
COc1cc(NC(=O)COC(=O)c2ccc3ccccc3n2)cc(OC)c1 | nt | -1 | 7 | nt | -3 | 4.0 | -22 | 3 | 15 | nt | -1.1
